Screening results deposited in PubChem by several laboratories.
ARFGAP1 inh: inhibits rat ARF GTPase activating protein 1. Arfgap1-stimulated ARF1 GTP hydrolysis, GDP FP detection. inhibition, % at 16.5 µM. hit rate 0.26% among 360,000. AID 651572;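 active means inhibition above a per-plate limit, mean inhibition of low control wells plus 3 SD, cut at about 25% in these data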;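 further: 0% = DMSO wells with enzyme and 100% = wells lacking Arfgap1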
Target sequence (Q62848 1-136 limits assumed): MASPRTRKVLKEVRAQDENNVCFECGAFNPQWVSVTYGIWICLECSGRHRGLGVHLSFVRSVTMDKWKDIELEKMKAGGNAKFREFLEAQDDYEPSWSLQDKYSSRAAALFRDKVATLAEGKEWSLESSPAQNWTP
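system = rat Arfgap1 catalytic domain, aa 1-136 | technique = FP, GDP Alexa 633 tracer displaced from anti-GDP antibody, 620/688 nm | compound = one concentration, 16.5 µM, DMSO 1.26% | medium = HEPES-based buffer, pH 7.5 | timing = compound-enzyme preincubation 20 min, reaction 120 min, detection 60 min, 25 °C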
PG9 Ab binder: binds the HIV-1 gp120 antibody PG9; inhibition, % at 6.7 µM; hit rate 0.43% among 360,000; TR-FRET gp120-PG9 antibody binding; AID 624416; in the data active means inhibition above about 8.5%
SMARCA2 act: SMARCA2 function activation, primary screen; MG213 cells, MMTV-luciferase reporter, dexamethasone, overnight; hit rate 1% among 370,000; activation, % at 9.1 µM; in the data active means activation above about 7.8%;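 further: 0% = vehicle wells and 100% = reference activator wells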
ABHD4 inh: inhibits mouse alpha/beta hydrolase domain 4 | hit rate 0.54% among 370,000 | purified mABHD4, FP-Rh probe fluorescence polarization | Q8VD66 | AID 720543 | inhibition, % at 8.92 µM;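 active means inhibition exceeding the mean over every tested compound plus 3 SD, cut at about 30% in these data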;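 further: 0% = plate median of compound wells and 100% = S159A mutant with DMSO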
Target sequence (Q8VD66 whole entry, looked up, the tested form may be a part): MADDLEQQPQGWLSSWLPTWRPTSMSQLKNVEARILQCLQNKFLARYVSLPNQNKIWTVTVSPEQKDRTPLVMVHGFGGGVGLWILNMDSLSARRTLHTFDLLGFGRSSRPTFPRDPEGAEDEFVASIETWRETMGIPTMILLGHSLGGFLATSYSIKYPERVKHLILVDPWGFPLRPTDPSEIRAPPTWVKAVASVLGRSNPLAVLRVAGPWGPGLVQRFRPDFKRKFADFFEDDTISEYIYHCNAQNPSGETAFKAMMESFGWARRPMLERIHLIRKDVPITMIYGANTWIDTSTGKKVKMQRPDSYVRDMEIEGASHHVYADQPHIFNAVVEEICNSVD
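system = mouse ABHD4 enzyme, wild type | medium = HEPES pH 7.0, NaCl, Pluronic buffer | also added = FP-Rh probe | incubation = Enzyme–compound pre-incubation 45 min, then probe 60 min, both 25 °C | technique = fluorescence polarization, excitation 525 nm, emission 598 nm, BODIPY TMR filters | controls = S159A mutant high control, sample median low control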
HTRA1 inh: blocks human HTRA1 serine peptidase | hit rate 0.5% among 340,000 | recombinant HTRA1, FP-rhodamine activity-based probe, fluorescence polarization | AID 504803 | inhibition, % at 5.96 µM | Q92743; in the data active means inhibition above about 36%;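 further: 0% = enzyme with DMSO and 100% = wells lacking enzyme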
ASAP1 inh: blocks human ASAP1-stimulated Arf1 GTP hydrolysis | Q9ULH1 | GDP FP detection | inhibition, % at 16.5 µM | hit rate 0.19% among 360,000; in the data active means inhibition above about 25%;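 further: 0% = vehicle with enzyme and substrate and 100% = no enzyme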
Rev-erbA mod: modulates human Rev-erb alpha binding to DNA | P20393 | Rev-erbα–FITC-DNA binding, fluorescence polarization, 90 min | activity, % at 10 µM | hit rate 0.79% among 370,000;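 active means activity above about 14%, limit read from the data; passing the limit was not always enough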;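 further: 0% = DMSO wells with 35 nM protein and 100% = DMSO wells with 750 nM protein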
Target sequence (P20393 whole entry, looked up): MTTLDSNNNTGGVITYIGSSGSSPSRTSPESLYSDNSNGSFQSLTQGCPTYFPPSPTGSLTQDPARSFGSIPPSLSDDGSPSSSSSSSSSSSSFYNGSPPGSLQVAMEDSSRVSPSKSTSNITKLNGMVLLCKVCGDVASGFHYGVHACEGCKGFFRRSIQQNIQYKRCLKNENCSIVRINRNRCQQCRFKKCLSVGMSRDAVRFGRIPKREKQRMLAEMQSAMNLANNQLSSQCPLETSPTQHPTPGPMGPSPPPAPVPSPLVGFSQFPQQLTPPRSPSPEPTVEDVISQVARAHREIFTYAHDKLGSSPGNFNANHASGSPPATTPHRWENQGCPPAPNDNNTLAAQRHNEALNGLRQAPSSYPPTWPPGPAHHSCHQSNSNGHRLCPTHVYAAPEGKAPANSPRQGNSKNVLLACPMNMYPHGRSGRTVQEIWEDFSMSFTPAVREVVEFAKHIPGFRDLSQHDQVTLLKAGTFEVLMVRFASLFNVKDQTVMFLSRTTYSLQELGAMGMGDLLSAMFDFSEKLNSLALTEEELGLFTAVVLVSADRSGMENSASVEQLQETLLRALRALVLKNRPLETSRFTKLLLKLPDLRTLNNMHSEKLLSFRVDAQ
GC-B act: GC-B (human) receptor activation | hit rate 0.11% among 370,000 | AID 1920062 | HEK293-GC-B cells, CNP EC30, cGMP TR-FRET; 0% at EC30 CNP, 100% saturating CNP | activation, % at 10 µM;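 active means activation at 10 µM reaching about 35% in either raw or pattern-adjusted values, limit read from the data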
GC-A act: GC-A (human) enzyme activation; P16066; HEK293 GC-A cells, cGMP TR-FRET, EC30 ANP; 0% at EC30 ANP, 100% saturating ANP; activation, % at 10 µM; hit rate 0.14% among 370,000; in the data active means activation above about 40%
rCAG binder: molecules binding r(CAG) RNA repeats | r(CAG) RNA repeat, TO-PRO-1 dye displacement fluorescence | inhibition, % at 3 µM | hit rate 1.3% among 370,000 | AID 651821;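 active means inhibition above the plate cutoff, the mean of all test compounds on that plate plus 3 SD, cut at about 35% in these data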;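 further: 0% = DMSO alone and 100% = 100 µM mitoxantrone as full dye displacement; higher means more dye released from RNA so lower well fluorescence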
An asterisk follows results filed as active; . = not tested or not shown.

SMILES	ARFGAP1 inh	PG9 Ab binder	SMARCA2 act	ABHD4 inh	HTRA1 inh	ASAP1 inh	Rev-erbA mod	GC-B act	GC-A act	rCAG binder
CCOc1cc(/C=N/NC(=O)NN(C)c2ncc(C(F)(F)F)cc2Cl)ccc1O	9.5	0.0	-3.5	-1.6	3.1	4.5	-2.7	-2.0	-6.9	-4.5
Cc1ccc(N=Nc2cc(C)ccc2O)c(C)c1	4.3	-1.4	1.6	-3.1	1.8	4.2	-0.4	-3.7	-7.4	0.5
O=C(/C=C/c1ccco1)NC(=S)NNC(=O)c1ccco1	1.7	-0.7	-1.6	3.2	6.4	-10.1	-1.5	6.5	-2.4	8.9
CNc1cncc(-c2ccoc2)n1	5.7	1.2	-0.6	7.5	.	-8.4	12.8	5.3	0.2	0.9
COc1ccc(OC)c(S(=O)(=O)NC(=O)C2(C)CCN2C(=O)CC2CCCC2)c1 (stereo unspecified)	-4.8	0.7	-3.4	-3.6	.	-1.8	6.0	2.2	2.1	1.5
CCCn1c(CCc2ccccc2)nnc1SCC(=O)N1CCCC1	-5.1	-2.8	2.6	-3.4	-1.2	-1.0	-5.9	8.7	3.4	0.5
COc1cc2ccc(C(=O)O)cc2cc1OC	0.1	1.5	-2.6	-3.3	3.3	-1.1	4.0	3.8	4.0	1.0
Nc1ccc(C(=O)OCC(=O)N2c3ccccc3Sc3ccccc32)cc1[N+](=O)[O-]	2.2	-1.0	-1.4	0.1	-29.0	-0.1	4.2	-6.5	-0.4	5.1
COCc1cc(CN2CCCC2)c(O)c2ncccc12	7.4	-0.7	-1.8	9.5	18.3	11.4	-0.7	-2.3	-5.5	4.9
Cc1cc(Oc2ccccc2)nc(NCc2ccccc2)n1	10.9	-0.3	2.1	8.4	-14.3	-5.7	-1.1	1.9	-0.8	-5.5
CCOC(=O)c1ccc(NC(=O)CN(c2ccc(C)cc2)S(=O)(=O)c2c(C)n[nH]c2C)cc1	15.8	-2.7	0.2	-12.0	-46.6	15.9	-2.3	-11.3	-3.0	2.7
O=C(Nc1nc(-c2ccc(S(=O)(=O)N3CCCCCC3)cc2)cs1)c1cccs1	4.4	-0.5	-2.4	-45.5	-61.1	-3.5	8.7	2.4	2.3	13.1
Cc1ccc(-c2cc(-c3nnc(SCC(=O)Nc4ccc(OCc5ccccc5)cc4)n3N)[nH]n2)cc1	.	.	2.7	-2.4	.	.	-16.2	-5.1	-0.6	9.6
CCS(=O)(=O)N1CCN(c2ccc(C(=O)NC34CC5CC(CC(C5)C3)C4)cc2[N+](=O)[O-])CC1	1.7	0.1	-0.7	6.6	2.4	-5.6	-4.1	4.2	0.5	-0.5
COc1ccccc1C1(CC(=O)N2CCCCC2)CCOC(C(C)C)C1 (stereo unspecified)	-13.4	2.5	-3.9	2.0	-0.3	-4.4	4.5	-4.8	-6.0	-9.7
Cc1ccc(-c2ccc(CN3C(C(C)C)C(=O)N(Cc4cn(CCC5OCCO5)nn4)CCS3(=O)=O)cc2)c(C)c1 (stereo unspecified)	-18.6	0.6	-5.7	-15.8	.	-0.3	6.0	-10.3	-4.3	5.3
CSc1ccccc1NC(=O)C1=CC(c2cccs2)=NS(=O)(=O)N1C	-1.5	-2.8	-1.1	-3.3	-1.5	2.4	4.0	-7.3	-4.1	5.1
Cc1cc(C)c2nc(SCC(=O)N(C)C3CCS(=O)(=O)C3)cc(C)c2c1 (stereo unspecified)	7.0	-0.9	1.3	-1.5	5.1	9.1	64.0*	-1.4	-3.2	2.2
CCOC(=O)C1CCN(C(=O)Nc2cccc(Cl)c2)CC1	4.7	-0.5	-4.5	0.7	6.9	-0.3	-2.4	4.5	-2.5	-0.6
O=C1C2CCCCC2C(=O)N1c1ccc(NC2CCN(Cc3ccccc3)CC2)c([N+](=O)[O-])c1 (stereo unspecified)	5.7	-1.9	0.5	-3.2	-0.1	-6.1	5.8	0.6	1.5	-6.4
O=c1oc2ccccc2c(N2CCCCC2)c1[N+](=O)[O-]	-1.9	-1.0	0.2	3.0	-1.9	0.0	4.0	1.5	2.9	-2.4
NS(=O)(=O)c1ccc(CCNC(=O)CSc2ccccc2)cc1	7.6	1.7	-1.4	-5.2	-0.8	-3.6	-6.4	5.4	2.1	1.2
C/C(=N\NC(=O)C(C)Sc1ccccc1)c1ccc([N+](=O)[O-])cc1 (stereo unspecified)	-0.2	-0.9	-2.1	-0.8	-2.0	3.5	-3.8	4.0	3.5	-4.5
CCOC(=O)c1cc2[nH]c3ccccc3c2[n+](-c2ccc([N+](=O)[O-])cc2)c1N	2.4	-2.8	-0.4	-11.2	7.3	11.9	-1.0	-14.5	-2.3	10.0
O=C(Nc1cccnc1)c1ccc(Cl)c(S(=O)(=O)N2CCCCCC2)c1	-3.5	-0.6	-1.9	-5.2	-15.9	-0.8	-1.6	2.1	0.3	0.0
CCN1CC(CNC(=O)c2ccc3nc(Cc4cccc(Cl)c4)oc3c2)CC1=O (stereo unspecified)	11.5	-1.2	-1.1	5.6	-3.9	-0.9	-0.3	-2.5	2.1	1.4
CCC(=O)N1c2ccc(S(=O)(=O)CCC(=O)NC3CCCC3)cc2CC1C (stereo unspecified)	-10.6	0.4	-5.5	8.5	1.3	-4.9	2.5	-0.6	0.6	-3.8
CCOc1ccccc1NC(=O)C(NCCc1ccc(OC)cc1)c1ccccc1 (stereo unspecified)	6.5	1.6	-3.0	-4.3	-33.3	-6.8	-9.4	2.1	-3.7	-1.5
Cc1cc(NC2CCCC2)n2ncc(-c3ccccc3)c2n1	-3.1	1.3	-5.6	7.1	-1.0	4.4	3.4	-0.2	6.5	0.3
Cc1ccccc1NC(=O)C(=O)NCc1ccccn1	-5.2	-1.4	3.7	-1.1	-0.3	0.9	-4.6	6.6	1.8	-1.5
COc1ccc(NC(=O)CSc2nc3[nH]ncc3c(=O)[nH]2)cc1OC	2.7	-1.7	-3.8	-2.4	3.1	-15.4	-9.2	4.5	-0.6	0.2
CC(C)OCCCNC(=O)C1CCN(S(=O)(=O)c2ccc3nc4c(c(C(=O)O)c3c2)CCCCC4)CC1	15.2	-0.9	-1.4	2.7	1.8	11.3	3.2	6.5	1.6	13.8
CCOC(=O)C1=C(C)N(C[C@@H]2CC[C@@H](Cc3ccc(-c4ccccc4)cc3)O2)C(=O)NC1C1CC1 (stereo partly specified)	-0.3	2.1	-1.3	-0.6	-29.0	-10.7	-0.7	-0.4	1.3	6.8
CCOCCCNS(=O)(=O)c1ccc(NC(=O)Cc2c(F)cccc2Cl)cc1	-14.4	-1.3	-2.6	-1.3	-8.5	-9.0	-2.9	0.7	-0.6	-2.5
Cc1ccc(NC(=O)c2sc(C)nc2C)c(C)c1	-7.3	-1.2	-2.0	-1.0	3.2	17.5	-0.1	0.4	2.5	0.7
Cc1ccc(S(=O)(=O)NCC(=O)NCC2COc3ccccc3O2)cc1C (stereo unspecified)	7.1	0.1	2.2	-1.4	6.0	8.1	4.0	2.6	-0.5	2.5
O=C(COC(=O)CNC(=O)c1ccccc1Cl)Nc1ccccc1Cl	1.4	0.4	0.3	-6.5	-3.7	-0.3	-4.5	3.4	0.4	5.3
CC(/C=N/NC(=O)c1c(Br)cnn1C)=C\c1ccccc1	-0.4	-2.7	3.4	2.8	-3.0	-16.0	2.1	4.4	0.1	-5.8
Cc1cc(-c2nnc(-c3ccccc3)c(-c3ccccc3)n2)c(C)o1	6.8	2.4	-2.1	6.0	7.0	-11.5	1.1	-12.1	-8.6	9.2
CC(C)C(N)c1csc(Nc2ccc(C(=O)NCCCO)cn2)n1 (stereo unspecified)	3.5	-2.3	-1.7	3.2	.	7.4	-7.2	4.3	5.9	2.2
Cc1nc(N2CCN(Cc3ccccc3)CC2)nc2c1C(=O)CC(C)C2 (stereo unspecified)	-5.5	-2.4	-4.4	-1.3	-2.7	-4.7	2.6	3.6	-1.8	-4.0
Cc1cc2c([nH]c3ccccc32)c2c1OC(C)(C)C=C2	17.6	-5.2	8.3*	13.6	24.5	-1.0	5.9	-12.9	4.7	13.3
O=C(CCC(=O)Nc1ccc(Br)cc1)N/N=C/c1cc([N+](=O)[O-])ccc1O	8.0	0.8	1.1	3.4	10.6	5.0	2.9	-5.8	-2.2	3.5
COc1cccc(N=Nc2c(N)[nH]n3c(=O)c4c(nc23)CCCC4)c1	-2.8	-14.1	-0.7	8.8	.	1.7	15.7	6.9	9.9	25.1
CN(C)C(CNC(=O)C1CCN(C(=O)/C=C/c2ccccc2)CC1)c1ccccc1 (stereo unspecified)	7.7	-1.3	1.8	3.8	-2.3	-7.5	0.8	-2.5	-3.7	-9.2
CN(C)c1ncnc2c1ncn2[C@H]1CN(Cc2ccc3c(c2)OCO3)C[C@@H](CO)O1	2.6	-1.1	1.0	1.5	.	-6.2	2.6	-4.6	-1.9	-0.1
O=C(Cn1nc(C(=O)O)c2ccccc2c1=O)Nc1ccc(F)cc1	3.0	-1.5	-0.5	-0.1	-3.6	6.3	2.0	-2.6	-0.7	4.0
O=C(c1ccco1)N1CCN(C(=O)C2c3ccccc3Oc3ccccc32)CC1	7.6	1.6	-0.7	-4.9	1.8	-2.6	-4.2	-1.4	0.5	3.5
Cc1cc(C(=O)N2CCC(Cc3ccccc3)CC2)ccc1[N+](=O)[O-]	7.1	-0.7	0.3	-4.5	-10.7	-6.5	-2.1	-0.9	-12.1	-7.3
Cc1ccc(CNC(=O)/C=C/c2c(Cl)cccc2Cl)cc1	0.3	1.1	-1.3	1.8	-1.3	-4.9	5.0	-3.1	1.6	-2.6
COCC(C)n1c(SCC(=O)NC2CCCCC2C)nc2ccccc2c1=O (stereo unspecified)	5.9	-0.4	-2.0	-2.3	-0.7	8.7	0.0	-10.6	-5.7	-0.3
CC(=O)NC1(C(Cl)(Cl)Cl)Oc2ccccc2O1	-2.0	1.6	-3.8	-0.1	4.4	-1.6	2.8	8.6	2.5	0.8
O=C(O)CCCC(=O)N1CCN(c2cccc(Cl)c2)CC1	-5.0	-0.2	0.8	7.7	4.5	-11.0	-4.9	-0.7	2.3	2.5
CCN(C(=O)CSc1nnnn1-c1ccccc1)c1c(N)n(Cc2ccccc2)c(=O)[nH]c1=O	1.4	-3.6	3.9	-7.4	7.4	12.5	3.3	1.7	-1.1	-0.8
COC(=O)c1cc(=O)n(Cc2ccc3c(c2)OCO3)c(=Nc2ccc(F)c(Cl)c2)s1	3.0	-2.4	-1.4	1.0	0.5	-0.2	7.0	-0.2	0.6	1.3

Part of the list above, reformatted.
CCN(C(=O)CSc1nnnn1-c1ccccc1)c1c(N)n(Cc2ccccc2)c(=O)[nH]c1=O
  ARFGAP1 inh = 1.4
  PG9 Ab binder = -3.6
  SMARCA2 act = 3.9
  ABHD4 inh = -7.4
  HTRA1 inh = 7.4
  ASAP1 inh = 12.5
  Rev-erbA mod = 3.3
  GC-B act = 1.7
  GC-A act = -1.1
  rCAG binder = -0.8

COC(=O)c1cc(=O)n(Cc2ccc3c(c2)OCO3)c(=Nc2ccc(F)c(Cl)c2)s1
  ARFGAP1 inh = 3.0
  PG9 Ab binder = -2.4
  SMARCA2 act = -1.4
  ABHD4 inh = 1.0
  HTRA1 inh = 0.5
  ASAP1 inh = -0.2
  Rev-erbA mod = 7.0
  GC-B act = -0.2
  GC-A act = 0.6
  rCAG binder = 1.3

An unsorted share of the library. Share with any hit: about 4.4%.
